Gli-Sufu block: Gli-Sufu pathway antagonists, primary screen, luciferase luminescence, Sufu-KO-LIGHT cells, uHTS; inhibition, % at 5 µM; 340,000 compounds, 0.74% hits; Sufu-KO-LIGHT fibroblasts, Gli luciferase reporter luminescence; AID 588413, 2011;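 active means inhibition above about 55%, limit read from the data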;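 further: 0% = DMSO-treated cells and 100% = wells with medium but no cells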
CCR6 antag: CCR6 receptor antagonists, primary screen, cell-based, CHO-K1, luminescence, beta-arrestin, uHTS; C-C chemokine receptor type 6 (Homo sapiens), P51684; CHO-K1 CCR6 PathHunter beta-arrestin, CCL20-stimulated; inhibition, % at 20 µM; 340,000 compounds, 0.49% hits;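 active means compounds whose inhibition of the agonist-driven luminescence signal at 20 µM reaches about 50%, limit read from the data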;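 further: cells stimulated with CCL20 at 14 nM final; plate controls were DMSO with CCL20 for no effect and DMSO without agonist for full effect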
Target sequence (P51684 whole entry, looked up): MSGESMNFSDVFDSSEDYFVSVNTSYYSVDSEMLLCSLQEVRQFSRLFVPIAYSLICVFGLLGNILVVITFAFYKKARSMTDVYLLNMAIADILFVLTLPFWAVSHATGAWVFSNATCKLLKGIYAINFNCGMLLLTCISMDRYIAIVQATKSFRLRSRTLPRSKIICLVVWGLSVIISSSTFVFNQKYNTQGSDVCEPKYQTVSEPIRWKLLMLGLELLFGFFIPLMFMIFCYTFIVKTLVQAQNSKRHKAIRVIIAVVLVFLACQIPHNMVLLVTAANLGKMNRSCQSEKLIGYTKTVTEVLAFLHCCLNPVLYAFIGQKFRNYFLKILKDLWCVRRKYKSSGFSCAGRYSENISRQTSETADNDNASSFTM
MPTP block: mitochondrial permeability transition pore inhibitors, primary screen, biochemical, isolated mouse mitochondria, absorbance; 360,000 compounds, 1.4% hits; inhibition, % at 10 µM; AID 602449, 2012; Ca2+ swelling absorbance, 30 min;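 active means inhibition of 50% or more, scaled per plate between neutral and stimulator controls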;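 further: 0% = DMSO wells given calcium and 100% = 1 mM EGTA wells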
A3A deaminase: APOBEC3A ssDNA deaminase inhibitors, primary screen, selectivity assay for APOBEC3G inhibitor project, biochemical, FAM/TAMRA oligo cleavage fluorescence; DNA dC->dU-editing enzyme APOBEC-3A (Homo sapiens), P31941; recombinant A3A, FAM/TAMRA ssDNA deamination fluorescence; inhibition, % at 20 µM; 330,000 compounds, 0.41% hits; AID 493011, 2011;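 active means at least 40% inhibition at 20 µM here, with at most 30% in a related deaminase screen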;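 further: plate controls were A3A with DMSO for no effect and wells lacking A3A enzyme for full effect; some results filed as inactive read as strong as hits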
CXCR6 block: CXCR6 receptor inhibitors, primary screen, cell-based, beta-arrestin, luminescence, CHO-K1 PathHunter, 1536-well; AID 602244, 2012; 360,000 compounds, 0.36% hits; inhibition, % at 20 µM; C-X-C chemokine receptor type 6 (Homo sapiens), O00574; in the data active means inhibition above about 34%, passing the limit was not always enough;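 further: antagonist mode with CXCL16 agonist at 10 nM final; 0% = 10 nM CXCL16 with DMSO and 100% = unstimulated wells without agonist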
Target sequence (O00574 whole entry, looked up): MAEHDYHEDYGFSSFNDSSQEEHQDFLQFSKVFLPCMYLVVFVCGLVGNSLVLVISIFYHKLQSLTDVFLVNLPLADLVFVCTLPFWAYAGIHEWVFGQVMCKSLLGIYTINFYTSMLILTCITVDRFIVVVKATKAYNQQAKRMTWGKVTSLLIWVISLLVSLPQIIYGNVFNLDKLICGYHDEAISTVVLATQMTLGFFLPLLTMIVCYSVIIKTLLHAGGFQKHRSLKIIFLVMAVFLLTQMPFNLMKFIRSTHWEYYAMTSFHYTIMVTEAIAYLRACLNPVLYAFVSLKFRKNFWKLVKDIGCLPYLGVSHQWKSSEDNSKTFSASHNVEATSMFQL
APOBEC3G inh: APOBEC3G DNA deaminase inhibitors, primary screen, biochemical, fluorescence, single-stranded DNA substrate, uHTS | inhibition, % at 20 µM | 330,000 compounds, 0.28% hits | recombinant A3G, ssDNA deamination FAM/TAMRA fluorescence;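 active means inhibition of at least 40% at 20 µM, with no more than 30% in the related APOBEC3A deaminase screen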;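 further: plate controls were DMSO wells with A3G for no effect and wells lacking A3G enzyme for full effect; some compounds called inactive have numbers as strong as hits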
NR3A LBD binder: binders of NR3A ligand-binding domain, primary screen, biophysical, differential scanning fluorimetry, uHTS | Glutamate receptor ionotropic, NMDA 3A (GRIN3A) ligand-binding domain | NR3A LBD differential scanning fluorimetry, Tm shift; 0% = protein alone, 100% = glycine-bound protein | Tm shift relative to glycine control, % at 25 µM | 340,000 compounds, 2.5% hits | AID 1259313, 2017;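 active means melting temperature shift of at least 10% of the positive control shift, at one fixed dose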
EBI2 antag: EBI2 receptor antagonists, beta-arrestin recruitment, primary screen, cell-based, luminescence, 7a,25-OHC stimulation, uHTS. 360,000 compounds, 0.81% hits. G-protein coupled receptor 183 (Homo sapiens), P32249. inhibition, % at 5 µM. AID 651636, 2012. 7a,25-OHC stimulated; in the data active means inhibition above about 38%;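 further: enzyme fragment complementation signal reports receptor beta-arrestin coupling in cells; 0% = agonist plus DMSO wells and 100% = wells without agonist; some results beyond the cut were filed as inactive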
Target sequence (P32249 whole entry, looked up, the tested form may be a part): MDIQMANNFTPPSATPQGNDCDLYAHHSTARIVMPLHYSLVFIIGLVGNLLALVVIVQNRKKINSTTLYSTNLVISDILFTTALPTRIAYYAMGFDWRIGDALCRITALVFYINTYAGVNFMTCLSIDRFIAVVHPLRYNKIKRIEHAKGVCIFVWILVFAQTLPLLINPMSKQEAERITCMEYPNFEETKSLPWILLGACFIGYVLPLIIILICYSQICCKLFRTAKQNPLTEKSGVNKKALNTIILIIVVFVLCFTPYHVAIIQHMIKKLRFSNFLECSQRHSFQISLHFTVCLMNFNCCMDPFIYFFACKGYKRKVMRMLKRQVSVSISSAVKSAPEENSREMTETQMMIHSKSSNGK
* = called active by the depositor; nt = not tested or not shown.

Compound,Gli-Sufu block,CCR6 antag,EBI2 antag,CXCR6 block,A3A deaminase,NR3A LBD binder,APOBEC3G inh,MPTP block
Cc1ccc(Cl)cc1OCC(=O)NCCOC(=O)Nc1sc(=S)n(C)c1C,2,-4,-10,6,-4,6,-5,-0.2
O=C(Nc1ccc(N2CCCCC2)c(S(=O)(=O)Nc2ccccc2Cl)c1)c1cccnc1,6,4,24,-6,3,-1,-1,2.3
CCOc1ccccc1N(C(C)=O)S(=O)(=O)c1ccc(Cl)cc1,3,-6,-2,3,2,0,-1,-0.8
COc1ccc(C(=S)N2CCCC2)cc1C,1,-2,-5,2,-4,-1,-8,-2.3
CC(=O)Nc1ccc(SCC(=O)N(CCC#N)c2ccc(C)cc2)cc1,4,-12,6,-4,-1,0,-10,0.7
O=C(c1ccc(N2CCOCC2)c([N+](=O)[O-])c1)N1CCN(Cc2ccccc2)CC1,17,10,4,8,-2,3,-4,-2.4
CC(C(=O)NCCC1=CCCCC1)c1ccc([N+](=O)[O-])cc1 (centres undefined),10,15,22,-3,1,-1,-4,7.5
CC(C)CSc1nc2c(c(=O)[nH]c(=O)n2C)n1CC(O)COc1cccc2ccccc12 (centres undefined),44,6,-6,-6,nt,1,nt,-1.6
Cc1ccc2nc(SCC(=O)NCCc3ccccc3)nc(=O)n2c1,-5,0,-6,-2,-4,0,-12,-0.6
COc1ccc(Nc2ncc(C(=O)N3CCN(c4ccc(F)cc4)CC3)c3ccccc23)cc1,-15,-8,-11,-3,-7,-11,-5,0.8
Cc1csc(NC(=O)c2c(-c3ccccc3)noc2C)n1,-3,4,-7,2,-3,0,-7,-0.6
N#CC1(NC(=O)CSc2nnc(Nc3ccccc3F)s2)CCCC1,-3,2,5,-4,2,0,0,-0.4
NS(=O)(=O)c1ccc(NC(=S)NC2CCCC2)cc1,0,4,-10,6,-4,-1,11,0.9
COCCNC(=O)c1ccc(Cl)c(S(=O)(=O)Nc2cccc(C)c2C)c1,-7,2,2,1,-3,4,-8,-0.5
CC1(C)CC(=O)C=C(NNC(=O)OC(C)(C)C)C1,-6,4,1,-8,-2,1,-4,-0.6
COc1cccc(NC(=O)C2c3cc(OC)c(OC)cc3C(=O)N(C)C2c2cccnc2)c1 (centres undefined),-11,-6,2,-2,-5,-1,-5,-0.7
COc1cccc(CC2(CO)CCCN(Cc3ccc(OC)c(C)c3OC)C2)c1 (centres undefined),21,9,5,2,-4,-1,-3,1.3
O=C1CCc2cc(S(=O)(=O)NC(C(=O)NCc3cccnc3)c3ccccc3)ccc2N1 (centres undefined),0,0,-7,5,4,-1,-5,-1.2
COc1ccc(C(=O)/C=C/C(=O)N(Cc2ccccc2)C(C(=O)NC2CCCCC2)c2ccncc2)c(O)c1 (centres undefined),5,4,8,13,1,17*,-3,1.4
O=C(O)c1nnn(-c2cc(C(F)(F)F)cc(C(F)(F)F)c2)c1-c1ccccc1,-4,4,6,1,-2,-3,-3,-3.1
NC(=O)c1c(NC(=O)c2ccccc2F)sc2c1CCCC2,-102,4,-5,-2,-8,2,-1,-1.1
O=C(CSc1nncc(=O)[nH]1)NC1CCCCC1,-19,5,-4,0,-1,0,-12,-1.2
Cc1cc(NC(=O)Nc2cccs2)no1,12,5,0,5,-2,0,-3,-8.3
C/C(=N\NC(=O)c1cccs1)c1ccc(C(=O)O)s1,1,-2,0,2,0,1,-5,-1.0

Three compounds out of the list above, ordered by the value under MPTP block, falling.
canonical_smiles | MPTP block
CC1(C)CC(=O)C=C(NNC(=O)OC(C)(C)C)C1 | -0.6
COc1cccc(NC(=O)C2c3cc(OC)c(OC)cc3C(=O)N(C)C2c2cccnc2)c1 (centres undefined) | -0.7
Cc1cc(NC(=O)Nc2cccs2)no1 | -8.3

(next part)
Compound,Gli-Sufu block,CCR6 antag,EBI2 antag,CXCR6 block,A3A deaminase,NR3A LBD binder,APOBEC3G inh,MPTP block
CCn1c(SCC(=O)N(C)C2CCS(=O)(=O)C2)nnc1-c1cccs1 (centres undefined),-28,-2,-9,0,-1,-1,-7,-2.7
NC(=O)C1CCN(C(=O)c2cc(-c3ccc(Cl)cc3)nc3ccccc23)CC1,1,4,0,6,2,-1,-2,0.4
O=C(NCCc1ccccc1)C1CCCN(S(=O)(=O)c2cccc3nonc23)C1 (centres undefined),-6,2,-10,1,1,-4,-2,3.3
CC1CCC(NS(=O)(=O)c2ccc(Cl)s2)CC1 (centres undefined),9,3,5,-2,-2,0,-10,0.5
O=C(CN1CCSCC1)N/N=C/c1cccc(Cl)c1,-16,3,1,-3,0,0,-6,0.2
N#Cc1ccc(COC(=O)c2ccc3c(c2)OCO3)cc1,-10,8,-1,-7,1,-1,-6,-0.6
COC(=O)C1CN(C(=O)COc2ccc(Cl)c(C)c2)c2ccccc2O1 (centres undefined),-5,-2,10,2,-4,-3,-4,0.5
COc1ccc(CCCc2nc3ccccc3[nH]2)cc1,-7,15,6,-5,7,-1,1,4.6
c1cncc(CSc2nnc3ccc(-c4cccs4)nn23)c1,6,5,-7,1,-6,0,-3,1.5
COc1cc(/C=N/NC(=O)C2COc3ccccc3O2)ccc1O (centres undefined),-9,-2,15,10,3,-2,-2,1.4
Nc1ccc(OCCc2ccccc2)cc1,-16,4,-7,-12,-4,0,-5,0.6
CCCCOP(=O)(OCCCC)C1(NS(=O)(=O)c2ccccc2)C=CC(=O)c2ccccc21 (centres undefined),19,13,11,-5,9,0,-1,3.5
NC(=O)c1ccc(NC(=O)COc2coc(CN3CCc4ccccc4C3)cc2=O)cc1,-11,5,-7,3,2,0,-4,-2.6
Cn1cccc1C(=O)NC(=O)COC(=O)CCNS(=O)(=O)c1cccc(C(F)(F)F)c1,32,8,6,2,3,0,3,0.4
O=C(CCn1[nH]c(=O)c2ccccc2c1=O)OC1CCCCC1,nt,-7,3,2,1,-1,-9,0.4
O=c1c2ccccc2c(C=Nc2ccc(O)cc2)c(O)n1Cc1ccccc1,0,9,-1,-6,-4,3,-7,3.7
CC(=O)N(C)c1ccc(C(O)(C(F)(F)F)C(F)(F)F)cc1,-2,0,1,2,1,-1,-4,-0.9
COc1ccc(/C=C/C(=O)NCCSCc2ccco2)cc1OC,-2,-1,-18,0,-2,0,-2,2.6
Cc1csc2ncnc(N3CCN(C(=O)Nc4ccc(OC(F)(F)F)cc4)CC3)c12,16,-2,31,-5,3,4,2,90*
Brc1ccc(-c2nnc3n2CCCCC3)cc1,-1,-2,-8,-4,-4,0,-3,0.3
CN1CCOCCOCCN(C)C1=O,3,-9,0,-1,1,-2,-4,-0.2
Cc1cnc(NC(=O)c2sc(Nc3ccccc3)nc2N)o1,-30,2,6,-6,-3,6,-5,1.8
Cc1ccc(S(=O)(=O)Nc2cccc3c2O[C@@H](CN(C)C(=O)Nc2ccc4c(c2)OCO4)[C@H](C)CN([C@@H](C)CO)C3=O)cc1,3,-1,-6,11,0,1,-3,0.7
CCC1(C)Cc2c(sc3c2c(=O)n(C)c2nnc(SCCc4ccccc4)n32)CO1 (centres undefined),34,-8,7,1,3,-2,-2,-1.6
CS(=O)(=O)N(CC(=O)N1CCCC1)c1cc(C(F)(F)F)ccc1Cl,6,4,2,-2,-2,0,-7,-1.2
CCN(CC)CCCNC(=O)c1ccc(CS(=O)(=O)c2ccccc2OC)o1,36,-1,3,0,-1,2,-6,1.1
COc1ccc(CC(=O)Oc2ccc(Cl)cc2Br)cc1S(=O)(=O)N1CCOCC1,1,-9,-7,-9,1,0,-7,0.0
N=c1ccn(Cc2c(Cl)cccc2Cl)cc1,5,3,-5,5,5,0,3,2.1
CCOC(=O)C1(Cc2ccccc2C(F)(F)F)CCN(CCCn2cccn2)CC1,30,14,5,5,3,1,-4,0.2
O=C(C[C@@H]1C/C=C\CCC(=O)OC[C@@H]2CCCN2C1=O)N[C@H](CO)Cc1ccccc1,-6,7,8,0,0,1,-3,-0.2
CCS(=O)(=O)c1ccc(C(=O)Nc2ccccc2OC)c(Cl)c1Cl,-12,-3,1,5,-2,0,-5,0.4
O=C(OCC1CCNCC1)c1ccc2c(c1)OCO2,-17,-5,-12,1,-4,1,-2,3.4
Cc1cccc(-n2nnc3cnn(C)c3c2=O)c1,3,-4,-8,-1,4,-1,-1,-5.3
CCOc1ccc(N(CC(=O)Nc2ccccc2OC)S(=O)(=O)c2ccccc2)cc1,54,5,-6,12,5,-1,-4,-0.3
C/C(=N\NC1=NCCN1)c1ccc(N)c([N+](=O)[O-])c1,-1,20,-4,-4,2,-1,-1,-1.5
COc1ccc(CCNC(=O)CCCn2c(=O)[nH]c3cc(OC)c(OC)cc3c2=O)cc1OC,1,-3,-5,-26,-4,-4,-5,-0.7
COc1cc(/C=N/NC(=O)C23CC4CC(CC(C4)C2)C3)cc(Br)c1O,5,4,-4,-7,7,-1,-3,0.4
Cc1c(Cc2ccccc2)c(=O)oc2cc(OCC(N)=O)ccc12,0,-5,-14,9,0,-2,-2,-0.9
COC(=O)c1ccc(NS(=O)(=O)c2ccccc2)o1,1,1,-18,-7,-4,0,-3,-2.6
O=C1/C(=C/c2ccc(F)c(F)c2)CSc2sccc21,-11,-1,0,4,-1,0,10,2.4
CCNC(=S)N1CCN(S(=O)(=O)c2ccc(Cl)s2)CC1,-1,9,-5,-5,-5,-1,-6,0.0
CCn1c(SCc2ccc(C(=O)O)cc2)nnc1-c1ccc(Cl)cc1,-2,-12,-4,2,-4,-2,-9,0.2
Cc1cccnc1NC(=O)c1cccc(NC(=O)CC2SC(N3CCCCC3)=NC2=O)c1 (centres undefined),3,-4,5,0,-1,1,-6,-0.1
N#C/C(=C\c1ccc(F)c(F)c1)C(=O)NC1CCCCC1,-6,5,-4,-2,0,1,-5,2.0
Cc1csc(NC(=O)C2CCN(S(=O)(=O)c3cccs3)CC2)n1,3,12,17,-4,4,1,-7,-0.2
COc1ccc(OC)c(/C=N/NC(=O)c2c(C)nc3ccc(C)cn23)c1,2,-2,-3,-9,-1,1,-5,-1.0
O=C(c1ccccc1NS(=O)(=O)c1cccs1)N1CCOCC1,6,10,-6,0,-2,0,-5,1.1
O=C1CCC(C(=O)Nc2ccc(Cl)cc2)N1 (centres undefined),14,2,0,-13,-4,0,-5,0.0
COc1ccc(NC(=O)CN(C)C(=O)c2cc(S(=O)(=O)N3CCCCCC3)ccc2OC)cc1,-3,0,3,7,-1,0,-7,-0.1
CCOC(=O)C1CCN(C(=O)c2cccc(S(=O)(=O)N3CCc4ccccc43)c2)CC1,-2,13,-1,4,-6,1,-7,-3.4
CC1=C(C)C(=O)N(c2ccc(C(=O)O)cc2)C1=O,2,-15,1,0,-7,1,-11,8.2
Fc1ccccc1N1CCN(Cc2nc(-c3ccccc3)no2)CC1,-1,10,-7,15,0,1,-6,-0.6
CC[C@H](CO)Nc1nc(Nc2cccc(Cl)c2)c2ncn(C(C)C)c2n1,45,7,29,-7,-3,-19,-7,0.1
CC(C)(C)c1ccc(OCC(=O)N(Cc2cccs2)C2CCS(=O)(=O)C2)cc1 (centres undefined),1,18,7,0,6,2,-2,-0.7

High-throughput results (PubChem)
